Source: PubChem BioAssay (several laboratories)
HTR5A ag ctr: HTR5A agonists in luminescence cell assay, primary screen, counter-screen for OPRM1-OPRD1 heterodimer agonist project, full-deck HTS; activation, % at 9.3 µM; 340,000 compounds, 0.61% hits; cell-based; AID 504692, 2011; 5-hydroxytryptamine receptor 5A (Homo sapiens), P47898; in the data active = activation mostly above about 9.5%, no sharp cut-off; inactive = mostly below about 7.6%;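 also: 0% = cells with vehicle only and 100% = reference agonist; strong numbers were not always called active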
RTF Ca sens act: cardiac RTF calcium sensitivity activators, primary screen, biochemical, IANBD-TnC fluorescence, EC20 calcium. Troponin I, cardiac muscle (Homo sapiens) + Troponin T, cardiac muscle (Homo sapiens) + …. 340,000 compounds, 0.24% hits. activation, % at 7.2 µM. IANBD-labeled TnC RTF fluorescence at EC20 calcium; 0% EC20 calcium, 100% full calcium;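 active = activation above the mean over all tested compounds plus 3 SD, cut at about 30% in these data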;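 also: rise in fluorescence read as greater calcium sensitivity of cardiac thin filaments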
Wnt act: Wnt/beta-catenin pathway activators, primary screen, cell-based, plate reader, single point; AID 743398, 2014; Wnt/beta-catenin reporter cell assay, activator; activation, % at 9.35 µM; 300,000 compounds, 1.2% hits; in the data active = activation above about 30%, passing the limit was not always enough;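 also: 0% = neutral control wells and 100% = positive control wells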
SR-BI HDL uptake: inhibitors of SR-BI mediated HDL lipid uptake, primary screen, ldlA[mSR-BI] cells, fluorescence, single point; Scavenger receptor class B member 1 (Mus musculus), Q61009; inhibition, % at 12.5 µM; 320,000 compounds, 0.96% hits; ldlA[mSR-BI] CHO cells, DiI-HDL uptake fluorescence, 3 h;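 active = mean replicate inhibition of at least 70% and a set share of replicates each scoring 70 or more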;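 also: 0% = median of neutral control wells and 100% = median of positive control wells; values of inactives mirror those of a sister screen read the other way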
PvdQ inh: P. aeruginosa PvdQ acylase inhibitors, primary screen, biochemical, fluorescence, plate reader and imaging, single point. inhibition, % at 10 µM. 340,000 compounds, 0.063% hits. PvdQ acylase [Pseudomonas aeruginosa LESB58]. purified PvdQ acylase; in the data active = inhibition above about 30%, passing the limit was not always enough;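 also: 0% = vehicle neutral wells and 100% = reference inhibitor wells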
SR-BI DiI-HDL act: activators of SR-BI mediated DiI-HDL uptake, primary screen, ldlA[mSR-BI] CHO cells, DiI fluorescence; 3 h; 100 = double the neutral-control signal; activation, % at 12.5 µM; 320,000 compounds, 0.096% hits; AID 504775, 2011;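 active = mean replicate activation of at least 60% and every replicate at or above 60%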;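 also: 0% = median plate neutral-control signal and 100% = twice that signal; values of inactives mirror those of a sister screen read the other way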
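System: CHO ldlA[mSR-BI] cells / Medium: HEPES-buffered (25 mM, pH 7.4) F12 plus 0.5% BSA / Probe or stimulus: labelled HDL, 10 µg/mL / Doses: single compound concentration, delivered by pin transfer / Schedule: 3 h, 37 °C / Measured by: DiI fluorescence, bottom read / Measure: cell-associated DiI fluorescence as measure of HDL uptake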
CDK5 inh: inhibitors of human CDK5/p35 kinase, primary screen, biochemical, single concentration; 330,000 compounds, 0.01% hits; Recombinant CDK5/p35, ADP-Glo luminescence, 60 min; inhibition, % at 10 µM; AID 488839, 2010; Cyclin-dependent kinase 5 (Homo sapiens) + Cyclin-dependent kinase 5 activator 1 (Homo …;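 active = highest replicate inhibition of at least 50% and at least 75% of replicates reaching 50%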;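 also: plate controls were DMSO neutral control for no effect and GW8510 at 10 µM for full effect; many of its hits are not listed in these tables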
MITF TRPM1 HTS: activators of MITF-driven TRPM1 promoter reporter, primary screen, cell-based, SK-MEL-5, luciferase, single point | 300,000 compounds, 0.75% hits | AID 588334, 2011 | activation, % at 12.5 µM | SK-MEL-5 TRPM1-promoter luciferase, 24 h; % of positive control, neutral wells = 0;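 active = mean activation of at least 80% with every replicate also reaching 80%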;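 also: 0% = neutral control wells and 100% = parthenolide positive control wells; values of inactives mirror those of a sister screen read the other way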
Rtt109 HAT inh: inhibitors of C. albicans Rtt109/Vps75 HAT, primary screen, biochemical, ThioGlo CoA-SH fluorescence, plate reader | AID 540336, 2011 | Histone acetyltransferase RTT109 (Candida albicans (strain SC5314 / ATCC MYA-2876)), … | purified Rtt109/Vps75, 4 h | 330,000 compounds, 0.16% hits | inhibition, % at 34.9 µM;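 active = inhibition of at least 50% in every replicate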
Target sequence (Q5AAJ8 whole entry, looked up): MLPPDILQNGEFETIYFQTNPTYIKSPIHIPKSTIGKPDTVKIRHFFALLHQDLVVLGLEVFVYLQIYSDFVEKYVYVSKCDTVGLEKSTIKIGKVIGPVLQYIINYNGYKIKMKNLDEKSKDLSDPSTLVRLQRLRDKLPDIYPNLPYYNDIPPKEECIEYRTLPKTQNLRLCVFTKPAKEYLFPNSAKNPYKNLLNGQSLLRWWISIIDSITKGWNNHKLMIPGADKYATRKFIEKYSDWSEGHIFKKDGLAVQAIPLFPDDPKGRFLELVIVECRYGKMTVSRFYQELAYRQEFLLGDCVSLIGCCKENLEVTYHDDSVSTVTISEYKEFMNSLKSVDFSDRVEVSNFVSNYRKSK
dFosB activator: activators of delta FosB homodimer, primary screen, biochemical, fluorescence polarization, TAMRA-CDK5 oligo, single point; Protein FosB (Mus musculus), P13346; activation, % at 25 µM; 340,000 compounds, 0.99% hits; purified delta FosB; percent of positive-control signal above neutral wells;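 active = mean activation above about 17%, with every replicate also reaching it, limit read from the data, passing the limit was not always enough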;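 also: fluorescence polarization rise as delta FosB binds a TAMRA Cdk5 AP-1 oligo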
Target sequence (P13346 whole entry, looked up): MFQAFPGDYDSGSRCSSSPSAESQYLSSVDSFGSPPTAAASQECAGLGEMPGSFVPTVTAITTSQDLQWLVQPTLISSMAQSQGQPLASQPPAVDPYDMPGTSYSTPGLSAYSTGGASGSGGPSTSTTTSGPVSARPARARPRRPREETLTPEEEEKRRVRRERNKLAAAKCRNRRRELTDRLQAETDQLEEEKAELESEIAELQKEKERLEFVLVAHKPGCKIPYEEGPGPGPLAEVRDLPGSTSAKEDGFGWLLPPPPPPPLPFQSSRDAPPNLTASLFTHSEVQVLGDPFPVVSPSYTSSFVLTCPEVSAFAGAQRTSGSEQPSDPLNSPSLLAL
Starred values were filed as active, the others as inactive; / = not tested or not shown. An unsorted share of the library; about 4.4% have a hit in one of these screens.

SMILES | HTR5A ag ctr | RTF Ca sens act | Wnt act | SR-BI HDL uptake | PvdQ inh | SR-BI DiI-HDL act | CDK5 inh | MITF TRPM1 HTS | Rtt109 HAT inh | dFosB activator
CC(=O)c1ccc(NC(=O)CCc2nnc3ccc(N4CCC5(CC4)OCCO5)nn23)cc1 | -2 | -3 | 13 | -5 | -3 | 5 | 1.0 | 31 | 2 | -10
Cc1ccc(S(=O)(=O)N2CCCC(C(=O)NCCCN3CCCCC3C)C2)cc1 (stereo not drawn) | -2 | 6 | / | 2 | -3 | -2 | 3.6 | -7 | -21 | -14
CC(C)[C@H](N)c1cn([C@@H](CO)C(=O)N2CCNCC2)nn1 | -1 | -3 | -2 | -12 | -18 | 12 | 0.4 | -3 | -8 | 6
COc1ccc([N+](=O)[O-])cc1NC(=O)Nc1ccc(OC)c(OC)c1 | -2 | 1 | 2 | 76* | 6 | -76 | -1.4 | 6 | 6 | -14
O=C1N/C(=C\c2ccccc2)c2ccccc21 | 0 | 3 | / | 26 | 9 | -26 | 0.1 | -13 | -3 | -1
Cn1ccnc1C(=O)c1ccc(NN)c([N+](=O)[O-])c1 | -5 | -8 | -1 | -4 | 9 | 4 | -0.7 | -1 | 12 | -3
Cc1cc(N2C(=O)C(O)=C(C(=O)c3ccc(C)o3)C2c2ccc(OCc3ccccc3)cc2)no1 (stereo not drawn) | 2 | -1 | 4 | -28 | 1 | 28 | / | 22 | 16 | -3
CCc1nccn1S(=O)(=O)c1ccc(Br)cc1Br | 2 | 0 | / | -21 | -8 | 21 | -2.3 | -2 | -13 | -4
O=C(COC(=O)c1c(Cl)cccc1Cl)Nc1ccccc1Br | 0 | 1 | 0 | 9 | -8 | -9 | 0.9 | 39 | 7 | -8
NCC(=O)NNC(=O)OCC1c2ccccc2-c2ccccc21 | 1 | 5 | 0 | 13 | 0 | -13 | 0.5 | / | -2 | 2
CCN(CC)CCn1c(NCc2ccc(OC)cc2)nc2ccccc21 | / | 3 | / | 9 | 2 | -9 | -0.4 | -7 | 9 | 3
CCOc1ccccc1Nc1nc2ccccc2[nH]1 | 5 | -9 | / | 12 | 9 | -12 | 1.8 | / | 6 | -2
CN(C)S(=O)(=O)c1cc(C(=O)NCC2CCCO2)c(Cl)cc1Cl (stereo not drawn) | 1 | 0 | -2 | 3 | -8 | -3 | -0.3 | / | 1 | -7
CN(CC(=O)NCc1cccnc1)S(=O)(=O)c1ccc2c(c1)c(=O)n(C)c(=O)n2C | 4 | 1 | -1 | -7 | -2 | 7 | 0.6 | 0 | 4 | -5
COc1ccc(N2CCN(C(=O)c3cc4ccccc4o3)CC2)cc1 | 1 | -6 | 1 | -30 | -3 | 30 | 1.3 | 2 | 1 | -3
COc1ccc(OC)c(NC(=O)CCc2nnc3ccc(NCc4ccco4)nn23)c1 | 4 | -2 | 1 | 4 | 1 | -4 | 1.0 | -5 | 0 | -6
CCCNc1nc(NCC)nc(OC)n1 | -3 | 4 | / | -15 | -15 | 15 | 1.4 | 9 | 5 | -1
O=C1c2c(O)cccc2Cc2cccc(O)c21 | 2 | 3 | -1 | -18 | -6 | 18 | 1.9 | / | 1 | 26*
CN(c1ccccc1)S(=O)(=O)c1cccc(NC(=O)CC(C)(C)C)c1 | 10 | 10 | 6 | -14 | -25 | 14 | -5.0 | -2 | -1 | 1
Cn1c(CNC(=O)c2ccco2)nnc1SCC(=O)N1CCN(c2ccccc2F)CC1 | -3 | -6 | -3 | -7 | 6 | 7 | -0.5 | -1 | 1 | -5
Cn1nc(C(F)(F)F)c(C(=O)Nc2ccc(F)cc2)c1Cl | 3 | 11 | -2 | -4 | -5 | 4 | 0.3 | 0 | -3 | -1
O=C1CS/C(=C\[N+](=O)[O-])N1c1ccccc1 | -4 | -1 | / | -5 | 4 | 5 | -0.4 | / | 4 | 2
Cc1ccc(NC(=O)CN2C(=O)NC(Cc3ccccc3)C2=O)cc1 (stereo not drawn) | -1 | -1 | -1 | -19 | -14 | 19 | -1.9 | -5 | 6 | 1
Cc1ccc(C(=O)Nc2nnc(SCC(=O)N3CCCc4ccccc43)s2)cc1 | -2 | -1 | 26 | 13 | 6 | -13 | 0.2 | -30 | 7 | -14
Cc1cccc(C)c1NC(=S)NC(=O)c1ccccc1F | 1 | 11 | / | 0 | -15 | 0 | 3.1 | -1 | 1 | -10
O=C(CSc1ccc(-c2ccccn2)nn1)Nc1ccc(F)c(F)c1 | 6 | 5 | 1 | -7 | -7 | 7 | -2.8 | -6 | 0 | -12
Cc1cc(-c2ccccc2)nc(N2CCC(C(=O)NC(C)C)CC2)n1 | 3 | 3 | / | -25 | 11 | 25 | -1.1 | 1 | 3 | -9
COc1ccc(-n2c(N)c(C(=O)Nc3c(C)n(C)n(-c4ccccc4)c3=O)c3nc4ccccc4nc32)cc1 | 0 | -2 | 0 | 6 | -9 | -6 | -0.2 | / | 1 | -19
Brc1ccc(-c2nnc3c4ccccc4nc(N4CCOCC4)n23)cc1 | 1 | -1 | / | 2 | 14 | -2 | 1.4 | / | 0 | -10
COCC(=O)Nc1cc(OC)cc(OC)c1 | -1 | 3 | / | -20 | -8 | 20 | 0.3 | 20 | 1 | -2
CCNC(=S)N/N=C/c1cc(Br)cc(Br)c1OC | -1 | -7 | / | 49 | -10 | -49 | -0.9 | -4 | 8 | -7
Cc1cc2ncn(C(=O)c3ccc(F)cc3)c2cc1C | 0 | -8 | -2 | 10 | -5 | -10 | 1.7 | / | -3 | -10
NC(=O)C1CCN(CC(=O)NC(=O)NC2CCCC2)CC1 | 0 | 2 | 2 | -8 | -12 | 8 | 3.5 | -10 | -5 | 3
COc1cccc(-c2nc(CS(=O)(=O)CC(=O)NCCc3ccc(C)cc3)c(C)o2)c1 | 7 | 4 | 0 | 20 | -6 | -20 | -0.9 | 0 | -4 | -3
Cc1oc2c(c1C(=O)NCCCC(=O)O)CCCC2 | -3 | 4 | / | -17 | -4 | 17 | -0.4 | -2 | -5 | -4
Cn1ncc(Br)c1C(=O)NC1CCCCC1 | 1 | -9 | -1 | -1 | -8 | 1 | -0.3 | 3 | 0 | 0
Cc1cc(Cl)cc(C)c1OCCNCc1ccccc1 | 3 | 8 | -7 | 12 | -8 | -12 | -2.7 | / | 3 | -1
CCOC(=O)N1CCN(C(=O)COC(=O)c2cc(C)ccc2C)CC1 | 1 | -2 | 1 | 51 | 2 | -51 | 3.6 | -5 | 0 | -1
CC(=O)c1cc2c(cc1NS(=O)(=O)c1ccc3c(c1)OCCO3)OCO2 | 8 | 2 | / | 6 | -2 | -6 | 0.2 | 0 | 5 | -4
NC(=O)c1c(NC(=O)C(=O)NCCCN2CCOCC2)sc2c1CCCC2 | 10 | -3 | 2 | -8 | -8 | 8 | / | 2 | -1 | 2
Cc1ccccc1-c1ccc(=O)n(CC(=O)Nc2ccc(S(=O)(=O)N(C)C)cc2)n1 | -1 | 1 | -6 | 19 | -17 | -19 | -1.4 | 3 | -4 | -12
Cc1cc(SCC#N)nc2ccccc12 | 0 | -4 | 0 | -8 | 7 | 8 | 0.8 | -2 | 0 | -17
CCn1c(C(C#N)/C(=N\S(=O)(=O)c2cccs2)c2ccccc2)nc2ccccc21 (stereo not drawn) | -2 | -2 | -14 | 7 | 16 | -7 | -0.2 | -14 | 19 | -8
CNC(=O)CCc1ccc(OC)cc1 | -5 | 0 | 2 | -24 | 4 | 24 | 0.1 | 0 | 46 | 4
CN1C(C)(C)CCCC1(C)C | 6 | -2 | -2 | 1 | -4 | -1 | -0.5 | -17 | -19 | -3
C=CCOc1ccc(CN(C)c2ccc(S(=O)(=O)N3CCN(C)CC3)cc2[N+](=O)[O-])cc1 | 3 | -1 | -8 | -6 | 0 | 6 | -2.8 | -5 | 19 | -2
Cc1cccc(-n2ncc3c(NNC(=O)c4ccco4)ncnc32)c1 | 2 | 0 | 6 | -16 | -10 | 16 | -1.2 | 4 | -15 | -8
COc1cccc(C(=O)N2CCC(C(=O)NCc3ccco3)CC2)c1 | 2 | -9 | -3 | -11 | 1 | 11 | -0.7 | 3 | 2 | -7
CCNC(=S)NN(c1ccccc1)c1ccccc1 | -2 | 1 | / | 4 | -7 | -4 | 1.4 | 7 | 4 | 2
Cc1ccc(C(=O)NNC(=O)CCN2C(=O)C3CCCCC3C2=O)cc1 (stereo not drawn) | 4 | -8 | 0 | -23 | -13 | 23 | 1.0 | -6 | -3 | 3
O=C(NCc1cccnc1)C1c2ccccc2C(=O)N1C1CCCCCC1 (stereo not drawn) | 3 | 2 | -1 | -3 | -9 | 3 | 0.2 | 16 | 0 | -6
O=C(Oc1cccc2cccnc12)c1ccco1 | -1 | -1 | / | -32 | -10 | 32 | 0.0 | -13 | -14 | 12
O=[N+]([O-])/C(C(Cl)=C(Cl)Cl)=C1\Nc2ccccc2O1 | 5 | -7 | 1 | -3 | -9 | 3 | -0.6 | / | 11 | 2
C/C(=N\NC(=S)NCc1ccccc1)c1ccc(Cl)s1 | 2 | 1 | 3 | 27 | -6 | -27 | -8.7 | 6 | 7 | -9
N=c1scc(-c2ccccc2)n1/N=C/c1ccco1 | 8 | 5 | / | -5 | 0 | 5 | 1.8 | 7 | 5 | 0
Cc1ccc(OCC(=O)N2N=C(c3ccncc3)CC2(O)C(F)(F)F)cc1C (stereo not drawn) | -1 | 9 | 4 | -2 | 8 | 2 | 2.3 | -8 | / | -14
Nc1c(Cl)ncnc1NCCc1ccc(O)cc1 | 6 | 4 | 3 | / | -3 | / | 1.2 | -13 | -4 | 3
